High-throughput results deposited in PubChem BioAssay by Sanford-Burnham Center for Chemical Genomics.
ATG4B inh: blocks human ATG4B protease cleavage of LC3 substrate | Q9Y4P1 | ATG4B cleavage of LC3-PLA2, NBD-HPC fluorescence, 1 h | inhibition, % at 8.33 µM | 340,000 tested, 0.51% active; in the data active means inhibition above about 40%
hIAP activ: human IAP activation | 330,000 tested, 0.16% active | purified human IAP, CDP-Star luminescence, 30 min; hits give high values; 1 = vehicle-only enzyme, 0 = enzyme-free background | activation factor at 10 µM;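 active means activation factor of the enzyme at least 2-fold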; further: the source names both 10 and 20 µM as test concentration; values of inactives mirror those of a sister screen read the other way
Apaf1 inhib: blocks human Apaf-1 apoptosome activity; AID 489030; O14727; 330,000 tested, 0.71% active; inhibition, % at 20 µM; reconstituted apoptosome caspase-3 activity, DEVD-Rh110 fluorescence; active means inhibition of at least 40% at 20 µM;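 further: plate controls were DMSO wells for no effect and DEVD-CHO caspase inhibitor wells for full effect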
Target sequence (O14727 whole entry, looked up): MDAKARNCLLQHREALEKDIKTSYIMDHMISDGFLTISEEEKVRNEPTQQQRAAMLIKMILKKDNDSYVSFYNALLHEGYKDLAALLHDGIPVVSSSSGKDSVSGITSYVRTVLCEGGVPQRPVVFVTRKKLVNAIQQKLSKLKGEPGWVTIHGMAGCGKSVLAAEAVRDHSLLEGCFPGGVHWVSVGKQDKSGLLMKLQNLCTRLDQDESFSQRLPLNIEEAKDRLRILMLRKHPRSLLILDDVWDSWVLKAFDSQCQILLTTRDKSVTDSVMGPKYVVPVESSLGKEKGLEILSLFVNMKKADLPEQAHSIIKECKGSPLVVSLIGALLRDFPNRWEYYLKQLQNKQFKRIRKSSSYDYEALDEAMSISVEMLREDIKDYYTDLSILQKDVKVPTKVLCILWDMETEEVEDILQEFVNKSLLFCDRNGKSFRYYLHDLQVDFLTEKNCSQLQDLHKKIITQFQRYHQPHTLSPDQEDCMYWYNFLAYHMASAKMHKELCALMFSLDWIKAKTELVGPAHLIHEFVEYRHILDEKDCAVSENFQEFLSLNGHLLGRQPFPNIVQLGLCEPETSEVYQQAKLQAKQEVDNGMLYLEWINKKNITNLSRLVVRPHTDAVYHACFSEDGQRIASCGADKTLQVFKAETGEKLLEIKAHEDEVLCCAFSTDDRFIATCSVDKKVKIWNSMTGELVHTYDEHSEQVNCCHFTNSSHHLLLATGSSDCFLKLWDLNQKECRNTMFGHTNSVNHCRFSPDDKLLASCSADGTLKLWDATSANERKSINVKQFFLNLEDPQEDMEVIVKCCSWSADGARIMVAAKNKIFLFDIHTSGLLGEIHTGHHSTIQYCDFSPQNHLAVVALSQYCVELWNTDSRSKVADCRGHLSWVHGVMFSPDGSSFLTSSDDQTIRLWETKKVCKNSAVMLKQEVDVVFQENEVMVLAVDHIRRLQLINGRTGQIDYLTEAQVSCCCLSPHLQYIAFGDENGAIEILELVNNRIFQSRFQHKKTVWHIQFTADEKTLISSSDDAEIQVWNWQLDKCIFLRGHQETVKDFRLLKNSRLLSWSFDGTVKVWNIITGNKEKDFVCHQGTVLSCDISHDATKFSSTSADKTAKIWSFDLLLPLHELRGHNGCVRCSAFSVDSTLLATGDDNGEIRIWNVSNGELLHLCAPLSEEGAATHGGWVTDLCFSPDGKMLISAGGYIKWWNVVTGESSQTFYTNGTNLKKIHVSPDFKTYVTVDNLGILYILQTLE
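Material: cell-free apoptosome with Apaf-1, procaspase-3 and caspase-9; Buffer or medium: Hepes pH 7.5 with detergent and BSA; Reagent: cytochrome c trigger plus (Z-DEVD)2-Rh110 caspase-3 substrate; Times: compound with Apaf-1, dATP, procaspase-3 30 min, then 50 min reaction, room temperature; Technique: Rh110 fluorescence intensity.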
TIM10 inh: TIM10 yeast growth inhibition | inhibition, % at 10 µM | AID 463195 | 330,000 tested, 1.4% active | S. cerevisiae TIM10 strain growth, BacTiter-Glo luminescence, 24 h;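 active means inhibition of 40% or more at the single tested concentration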;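 further: wild-type TIM10 isogenic control strain grown at permissive 25 °C; 0% = DMSO yeast wells and 100% = minimal medium wells without yeast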
mIAP act: mouse IAP activation | muIAP, CDP-Star luminescence, 30 min; hits give high values; 1 = vehicle-only enzyme signal, 0 = enzyme-free wells | activation factor at 10 µM | 330,000 tested, 0.24% active | AID 2805;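 active means activation factor of at least 2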; further: the source names both 10 and 20 µM as test concentration; values of inactives mirror those of a sister screen read the other way
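System: mouse IAP enzyme. Reagent: CDP-Star chemiluminescent phosphatase substrate. Benchmarks: DMSO wells, no-enzyme wells. Times: 30 min enzyme-substrate-compound incubation at room temperature. Detection: luminescence from enzymatic CDP-Star hydrolysis. Doses: test compounds delivered from DMSO solution.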
mIAP block: blocks mouse intestinal alkaline phosphatase. inhibition, % at 10 µM. purified mouse IAP, CDP-Star luminescence, 30 min. 330,000 tested, 0.2% active;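 active means inhibition of at least 40% at 10 µM in the primary screen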;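 further: plate controls were DMSO with enzyme for no effect and no enzyme wells for full effect; values of inactives mirror those of a sister screen read the other way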
tim10-1 inh: tim10-1 yeast growth inhibition. inhibition, % at 20 µM. S. cerevisiae tim10-1 ts strain growth, BacTiter-Glo, 24 h. 330,000 tested, 2.2% active. AID 463190;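 active means inhibition of at least 40%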;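 further: mutant grown at 25 °C; 0% = DMSO wells with yeast and 100% = wells holding no yeast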
hIAP block: blocks human intestinal alkaline phosphatase | P09923 | purified IAP, CDP-Star luminescence, 30 min | inhibition, % at 10 µM | 330,000 tested, 0.12% active | AID 2544;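 active means inhibition reaching a set limit with compound at 10 µM in the primary screen, cut at about 35% in these data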;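 further: plate controls were DMSO wells with enzyme for no effect and no-enzyme buffer wells for full effect; values of inactives mirror those of a sister screen read the other way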
NALP3 yeast inh: inhibitors of NALP3 inflammasome in yeast | Yeast reconstituted NLRP3/ASC/caspase-1, beta-gal luminescence, 24 h | inhibition, % at 10 µM | 330,000 tested, 0.39% active | AID 2825;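 active means inhibition of 50% or more; inactive means inhibition below 50%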;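 further: plate controls were induced DMSO wells for no effect and uninduced yeast grown without galactose for full effect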
Numbers without * were called inactive; / = not tested or not shown.

cpd	molecule	tim10-1 inh	mIAP act	hIAP block	mIAP block	NALP3 yeast inh	Apaf1 inhib	ATG4B inh	TIM10 inh	hIAP activ
1	CCc1nnc(NC(=O)C2CCN(c3ncnc4sc(C)c(C)c34)CC2)s1	-12	0.95	-7	5	-4	9	4	-2	1.1
2	CC(C)C(NC(=O)C12CC3CC(CC(C3)C1)C2)C(=O)N/N=C/C1=C(N2CCOCC2)C(=C\c2ccc([N+](=O)[O-])cc2)/CC1 (centres undefined)	11	0.83	5	17	7	8	0	13	0.95
3	CN(CC(=O)Nc1c(Cl)cccc1Cl)C(=O)c1ccc2ccccc2n1	11	0.99	-10	1	30	-9	-3	3	1.1
4	CCOc1ccc(-c2cc(C(=O)NCCCn3ccnc3)c3ccccc3n2)cc1	11	0.93	-5	7	23	-6	1	0	1.1
5	Cc1ccc(C)c(C(=O)Cn2ncc(Cl)c(Cl)c2=O)c1	23	0.98	-1	2	20	16	1	-4	1
6	CC1(C)Cc2c(c(N3CCCC3)[nH]c(=S)c2C#N)CO1	11	0.89	6	11	9	11	/	-7	0.94
7	CN(c1ccccc1)S(=O)(=O)c1cccc(NC(=O)CN2CCc3ccccc3C2)c1	25	1.1	-9	-9	8	7	-8	12	1.1
8	CCOc1ccccc1OCCOc1ccccc1CC	-7	1.1	10	-9	10	7	1	-16	0.9
9	COc1ccc(-c2cccc(C3CC=CC4C3C(=O)N(Cc3ccccc3)C4c3ccc(C(F)(F)F)cc3)c2)cc1 (centres undefined)	32	1.1	7	-8	7	19	-2	-2	0.93
10	Cc1ccc(S(=O)(=O)NC2CCCCCC2)cc1	21	1.1	2	-6	34	5	1	11	0.98
11	CCN(Cc1ccccc1)C1CCN(Cc2ccccc2)CC1	-7	1	14	-4	34	5	3	-10	0.86
12	COc1cc(OC)c(OC)cc1/C=C1\Oc2cc(OCC(=O)N3Cc4ccccc4C[C@H]3C(=O)O)ccc2C1=O	38	1.2	-3	-18	7	2	-20	11	1
13	Cc1cc(N2C(=O)C(=O)/C(=C(/O)c3ccccc3)C2c2cccc(Br)c2)no1 (centres undefined)	18	0.92	6	8	6	-12	-1	9	0.94
14	CSCCCNC(=S)Nc1ccc(N2CCOCC2)cc1	3	0.82	-5	18	3	2	5	3	1.1
15	CCOc1ccc(N(C)S(=O)(=O)c2ccc(C)c(C(=O)OCC(=O)c3c[nH]c4ccccc34)c2)cc1	15	0.96	-10	4	0	-12	-5	20	1.1
16	CC(=O)Nc1cccc(NC(=S)Nc2ccc(F)c(Cl)c2)c1	1	0.92	-12	8	16	-2	15	0	1.1
17	Cc1ccc(S(=O)(=O)NCC(c2ccc3c(c2)OCO3)N2CCN(c3ccccc3)CC2)cc1 (centres undefined)	4	1.1	-10	-7	21	16	4	11	1.1
18	COc1cc2c(-c3ccc4cc[nH]c4c3)c(-c3ccsc3)oc(=O)c2cc1OC	8	0.86	13	14	14	5	-11	-13	0.87
19	Cc1cccc(C)c1NS(=O)(=O)c1cc2c3c(c1)CC(=O)N3CCC2	-2	1.1	3	-6	-10	16	4	3	0.97
20	Cc1cc(C(=O)CSc2cccc[n+]2[O-])c(C)n1-c1ccc(OC(F)F)cc1	14	0.91	8	10	8	-3	-6	6	0.92
21	Fc1ccc(NC(=S)Nc2ccccc2Cl)cc1	15	0.84	4	16	2	-8	6	-3	0.96
22	CCC(=O)Oc1ccc(-c2cnc3ccccc3n2)cc1	10	1	7	-2	37	9	-9	1	0.93
23	Cc1cc(C)c2[nH]c(=O)c(C(c3nnnn3Cc3ccc4c(c3)OCO4)N3CCCCC3)cc2c1 (centres undefined)	15	0.9	-23	10	8	6	5	14	1.2
24	N#C/C(C(=O)Oc1ccccc1)=C1\C=CC=CN1	-19	0.96	6	4	6	-8	-12	-2	0.94
25	COc1cccc(CNn2cn[nH]c2=S)c1OCc1ccccc1	30	1	-15	-5	29	-3	11	-9	1.2

Ten structures from above, arranged by length of the SMILES, high to low.
cpd	molecule	tim10-1 inh	mIAP act	hIAP block	mIAP block	NALP3 yeast inh	Apaf1 inhib	ATG4B inh	TIM10 inh	hIAP activ
9	COc1ccc(-c2cccc(C3CC=CC4C3C(=O)N(Cc3ccccc3)C4c3ccc(C(F)(F)F)cc3)c2)cc1 (centres undefined)	32	1.1	7	-8	7	19	-2	-2	0.93
17	Cc1ccc(S(=O)(=O)NCC(c2ccc3c(c2)OCO3)N2CCN(c3ccccc3)CC2)cc1 (centres undefined)	4	1.1	-10	-7	21	16	4	11	1.1
13	Cc1cc(N2C(=O)C(=O)/C(=C(/O)c3ccccc3)C2c2cccc(Br)c2)no1 (centres undefined)	18	0.92	6	8	6	-12	-1	9	0.94
18	COc1cc2c(-c3ccc4cc[nH]c4c3)c(-c3ccsc3)oc(=O)c2cc1OC	8	0.86	13	14	14	5	-11	-13	0.87
1	CCc1nnc(NC(=O)C2CCN(c3ncnc4sc(C)c(C)c34)CC2)s1	-12	0.95	-7	5	-4	9	4	-2	1.1
5	Cc1ccc(C)c(C(=O)Cn2ncc(Cl)c(Cl)c2=O)c1	23	0.98	-1	2	20	16	1	-4	1
11	CCN(Cc1ccccc1)C1CCN(Cc2ccccc2)CC1	-7	1	14	-4	34	5	3	-10	0.86
10	Cc1ccc(S(=O)(=O)NC2CCCCCC2)cc1	21	1.1	2	-6	34	5	1	11	0.98
21	Fc1ccc(NC(=S)Nc2ccccc2Cl)cc1	15	0.84	4	16	2	-8	6	-3	0.96
8	CCOc1ccccc1OCCOc1ccccc1CC	-7	1.1	10	-9	10	7	1	-16	0.9

Following part
cpd	molecule	tim10-1 inh	mIAP act	hIAP block	mIAP block	NALP3 yeast inh	Apaf1 inhib	ATG4B inh	TIM10 inh	hIAP activ
26	O=C(CN1C(=O)NC2(CCCCC2)C1=O)N1CCN(C(=O)c2cccs2)CC1	-7	0.97	-7	3	6	-5	-8	0	1.1
27	CCN(CC)CCN(C(=O)c1ccc(C(=O)c2ccccc2)cc1)c1nc2ccc(OC)cc2s1	19	0.95	5	5	15	44*	9	21	0.95
28	CCC(=O)Nc1c(S(=O)(=O)c2ccccc2)c2nc3ccccc3nc2n1C(C)c1ccccc1 (centres undefined)	14	1.1	-4	-7	-7	35	0	13	1
29	COCc1ccc(C(=O)N2CCCCC2C(=O)Nc2ccc(-n3nc(C)cc3C)cc2)o1 (centres undefined)	-3	0.98	-8	2	5	7	2	3	1.1
30	C/C(=N\NC(=O)C(=O)Nc1c(C)n(C)n(-c2ccccc2)c1=O)c1ccc(Cl)s1	13	0.9	21	10	6	-16	-5	10	0.79
31	Clc1nc2nc3n(c2nc1Cl)CCC3	-6	0.96	-8	4	5	-6	-3	7	1.1
32	CCOc1ccc(-c2nc(N)nc(C)c2-c2ccc(OC)c(OC)c2)c(O)c1	8	1.1	-15	-13	20	13	-11	3	1.1
33	CC(C)COc1ccc(CNC(=S)N/N=C/c2ccc([N+](=O)[O-])cc2)cc1	13	0.91	16	9	14	10	-10	4	0.84
34	CCc1ccc2oc(=O)cc(CN3CCC(C)CC3)c2c1	32	0.9	-6	10	0	24	-7	15	1.1
35	CC(C)c1ccc(N(CCc2ccccn2)C(=O)C(C)(C)C)cc1	19	1	-6	-4	10	-8	7	27	1.1
36	CCOC(=O)C1=C(COC(=O)/C=C/c2ccccc2Cl)NC(=O)NC1C (centres undefined)	25	0.95	-23	5	0	8	3	7	1.2
37	CC(=O)c1ccc(OCCCC(=O)N2CCN(S(=O)(=O)c3ccc(C(C)C)cc3)CC2)cc1	16	1	-8	-1	23	11	-17	18	1.1
38	O=C1CN(C(=O)COC(=O)c2ccc[n+]([O-])c2)c2ccccc2N1	12	1	-9	-1	7	-2	-6	8	1.1
39	Cc1ccc(CNC(=O)CC(NC(=O)c2ccccc2)c2ccccc2)cc1 (centres undefined)	11	1.6	-4	-62	7	-1	4	7	1
40	Clc1ccccc1Cc1noc(CN2CCCCC2CCc2ccccn2)n1 (centres undefined)	21	1	14	-1	4	3	11	37	0.85
41	COC(=O)C1=CN(Cc2cccs2)C=C(C(=O)OC)C1c1ccc(OC)cc1OC	28	1.2	-26	-18	3	13	-12	16	1.3
42	O=C(NC1CCCN(c2ccc(C(F)(F)F)cn2)C1)c1ccncc1 (centres undefined)	33	0.97	23	3	2	-3	20	-38	0.77
43	O=C(CSc1nncn1-c1ccccc1)c1c[nH]c2ccccc12	10	1.1	-19	-12	0	11	-4	-2	1.2
44	CCCCN(CC)CCNC(=O)c1cn(C)c(=O)c2c1c1ccccc1n2C	0	1.1	-8	-10	10	-4	-1	1	1.1
45	Cc1ccc(/C=N/NC(=O)CN2CCN(S(=O)(=O)c3ccc(Br)cc3)CC2)s1	3	0.91	19	9	10	9	-3	7	0.81
46	O=C(NCc1cccnc1)C(C(=O)c1ccc(F)cc1)n1ccccc1=O (centres undefined)	12	0.84	10	16	0	-4	3	12	0.9
47	COC(=O)CSc1cc([N+](=O)[O-])ccc1NC(=O)OC	-9	1	8	0	21	2	-12	-4	0.92
48	CC(OC(=O)c1snc(C(=O)NC2CCCCC2)c1N)C(=O)NC(C)(C)C (centres undefined)	27	0.88	8	12	10	2	-7	16	0.93
49	COc1ccc2[nH]c(C(=O)NCCc3ccccc3)cc2c1	-11	1.2	8	-18	24	-1	-2	-17	0.92
50	CN1c2ccccc2C(C)(C)C12CCCC(=O)N2 (centres undefined)	8	1	13	-4	0	7	16	4	0.87
